Myeloid diff MLP: promotes myeloid progenitor differentiation. ER-HoxA9 myeloid progenitors, lysozyme-GFP differentiation, flow cytometry. AID 624256. 360,000 compounds, 1% hits. calls only at 10 µM;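 active = normalized GFP-positive differentiation at or above the plate's own cutoff, the solvent-only control mean plus 3 SD; inconclusive = no clear call, values can overlap the other calls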;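 also: cells exposed to compound for four days before flow analysis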
WT yeast gro inh: growth inhibition of WT yeast, mitochondrial fusion screen. mitochondrial fusion phenotypic screen, WT strain. inhibition, % at 10 µM. 190,000 compounds, 2.1% hits; in the data active = inhibition above about 58%; tested in S. cerevisiae
Ins promoter up: MIN6 insulin promoter up-regulation; MIN6 insulin promoter-GFP reporter, high-content imaging; stronger effect = higher value; z-score at 5 µM; 190,000 compounds, 0.3% hits;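 active = z-score above 3 at 5 µM with at least 500 cells counted in the well; inconclusive = wells under 500 cells, flagged as cytotoxic or low count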
T cell HTS: T cell immune modulators affecting CD8 T cell-vesicle binding; 2C CD8+ T cell-vesicle binding, flow cytometry; stronger effect = lower value; calls only at 7 µM; 330,000 compounds, 0.068% hits;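 active = response, share of CD8 T cells binding vesicles, and their 90th percentile fluorescence all below set limits, cut at about 80% in these data, passing the limit was not always enough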
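Incubation: binding step 1.5 h, 37 °C, antibody labelling 20 min, ice; system: murine 2C transgenic CD8+ T lymphocytes; technique: cytometric PE anti-B7-1 and Alexa647 anti-CD8 signals after 1% paraformaldehyde fixation; also added: QL9-charged Drosophila Ld/ICAM-1/B7-1 vesicles; control set: naked versus QL9-loaded vesicles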
Hep lipid drop: modulators of hepatic lipid droplet formation | AID 1656 | 240,000 compounds, 0.4% hits | AML12 mouse hepatocytes, oleate lipid droplets, BODIPY imaging | inhibition, % at 6.5 µM;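 active = lipid droplet intensity inhibited by at least 50%, with more than 500 cells counted; inconclusive = wells with under 300 cells, treated as cytotoxic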
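Assay system: AML12 hepatocytes (mouse) / Also added: 100 µM oleic acid challenge / Times: overnight treatment with compound plus oleate / Detection: high-content imaging of BODIPY-stained droplets and DAPI nuclei / Evaluation: % inhibition of lipid droplet signal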
b-catenin transl: beta-catenin nuclear translocation modulation; HeLa beta-catenin nuclear translocation, immunofluorescence imaging; nuclear translocation activity, % at 5 µM; 190,000 compounds, 0.3% hits;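 active = nuclear translocation activity above 50% at 5 µM, with a well cell count of 50 or more; inconclusive = wells under 50 cells across six images, flagged as toxic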;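 also: per-cell ratio of nuclear to cytoplasmic median beta-catenin stain intensity; plate controls were DMSO negative control for no effect and GSK-3 inhibitor IX positive control for full effect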
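Assay system: human HeLa cells, native beta-catenin; doses: 5 µM primary, 0.02–20 µM confirmation; incubation: compound treatment 24 h, 37°C, 5% CO2; technique: fluorescence imaging of beta-catenin antibody stain plus DAPI; measure: % activation, nuclear-to-cytoplasmic median beta-catenin signal ratio per cell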
Autophagy HCS: alters autophagy in cells | MEF GFP-LC3 puncta imaging; test concentration mostly 10 µM | AID 463193 | calls only at 10 µM (by protocol) | 190,000 compounds, 0.98% hits;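 active = percentage of spot-positive cells more than 3 SD above its plate mean, without a fluorescence outlier flag or 80% toxicity; inconclusive = no clear call, values can overlap the other calls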;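 also: spot-positive cell cutoff set from DMSO-treated cells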
MT stabilize HCS: microtubule stabilization, imaging screen; % tubulin-high responders, % at 10 µM; AID 2205; 200,000 compounds, 0.83% hits; HeLa tubulin immunostaining HCS, 24 h; share of cells brighter than vehicle mean+2SD;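 active = plate Z-score above 3 for both tubulin-high and condensed-nucleus cell shares, with cell loss under 80%, at 10 µM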;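 also: anti alpha tubulin signal scored within the nucleus-defined area of each cell; some results filed as inactive read as strong as hits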
West Nile antiviral: West Nile virus antiviral activity, cell-based, CPE readout (AID 1621). West Nile virus-infected cells, CPE inhibition; higher % means a stronger effect. one-dose CPE inhibition, % at 10 µM; IC50 in µM for titrated hits. 290,000 compounds, 0.02% hits; in the data active = a potency from the dose series; inconclusive = CPE inhibition mostly from about 3.7% at the one dose, without a potency; inactive = the rest, 99 in 100 with CPE inhibition below about 2.2%; also: strong numbers were not always called active
WT yeast gro inh mutant strain: also measured in WT yeast gro inh; calls as there; inhibition, %; mitochondrial fusion phenotypic screen, mutant strain inhibition
Ins promoter up cell count: further read-out of Ins promoter up, marked with its call; cell count; measured here: cytotoxicity, nuclei count;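 total cells summed across four imaged fields per well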
Hep lipid drop cells 6.5 µM: second read-out of Hep lipid drop, no call of its own (marks repeat the call); cell count; measured here: cell count, cytotoxicity flag;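 cells counted across two imaged fields per well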
b-catenin transl cell count 5 µM: second read-out of b-catenin transl, no call of its own (marks repeat the call); cell count; measured here: cell count, cytotoxicity flag
T cell HTS vesicle-bound %: recorded beside T cell HTS, whose call it bears; double positive events, %; measured here: CD8+ vesicle-bound cell fraction;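 binding gate set so that unloaded-vesicle control wells show 10% double positive cells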
MT stabilize HCS Hoechst-high %: further read-out of MT stabilize HCS, marked with its call; % Hoechst-high responders; measured here: nuclear condensation Hoechst responders;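 share of cells brighter than vehicle mean plus two SD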
MT stabilize HCS cytotoxicity %: second read-out of MT stabilize HCS, no call of its own (marks repeat the call); toxicity, %; measured here: cytotoxicity by cell density;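 0% = mean cell density of plate MIN control wells and 100% = no cells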
Autophagy HCS cell loss 18 h: also measured in Autophagy HCS; calls as there; toxicity, %; measured here: cell loss, nuclei count;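 cell loss after 18 h compound exposure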
Myeloid diff MLP GFP+ MAC1+ %: recorded beside Myeloid diff MLP, whose call it bears; GFP+ MAC1+ double positive, %; measured here: differentiation confirmed by MAC1 staining
* hit, by the source's call; i = inactive; ? = inconclusive; . = not tested or not shown.

item	SMILES	Ins promoter up cell count	b-catenin transl	West Nile antiviral	Myeloid diff MLP GFP+ MAC1+ %	Autophagy HCS	MT stabilize HCS	Myeloid diff MLP	T cell HTS vesicle-bound %	T cell HTS	WT yeast gro inh	Ins promoter up	Autophagy HCS cell loss 18 h	Hep lipid drop	Hep lipid drop cells 6.5 µM	b-catenin transl cell count 5 µM	WT yeast gro inh mutant strain	MT stabilize HCS Hoechst-high %	MT stabilize HCS cytotoxicity %
1	Cc1cc(CSc2nc(C)cc(=O)[nH]2)c2ncccc2c1	1197	-0.3	-0.9%	0.5	i	4.3	i	25.0	i	-7.6	-0.33	37.4	-6.4	611	1006	-5.2	3.9	3.9
2	Cc1ccc(S(=O)(=O)/N=C(/Nc2ccc([N+](=O)[O-])cc2)c2ccccc2)cc1	.	.	-1.0%	.	.	.	?	57.3	i	.	.	.	-1.2	781	.	.	.	.
3	O=C(O)c1cc(NN=Nc2cccc([N+](=O)[O-])c2)cc([N+](=O)[O-])c1	1475	-4.2	0.0%	0.2	.	.	i	39.4	i	.	-1.54	.	4.2	704	1301	.	.	.
4	Cc1cccc2cc(COC(=O)C(C)C)c(=O)[nH]c12	1113	-1.3	0.1%	0.4	i	4.9	i	51.8	i	-43.9	-0.07	11.4	.	.	752	-11.3	1.9	4.0
5	Cc1nc(CCNC(=O)C2CCC(=O)N(Cc3cccc(F)c3)C2)sc1C (stereo unspecified)	.	.	-0.4%	1.4	.	.	i	28.8	i	.	.	.	-5.4	716	.	.	.	.
6	Cc1c(C)n(-c2ccccc2)c2ncnc(NCCCN(C)C)c12	.	.	0.0%	0.8	.	.	i	49.0	i	.	.	.	-2.9	824	.	.	.	.
7	COc1ccccc1N1CCN(C(=O)c2cc3cc(Br)ccc3oc2=O)CC1	968	.	-0.1%	2.2	i	7.2	i	31.9	i	0.1	-0.04	10.7	.	.	.	-6.4	1.6	3.5
8	COCCNC(=O)/C(C#N)=C/c1cccs1	1278	1.0	0.1%	0.0	.	.	i	22.1	i	.	-0.02	.	-0.9	737	1121	.	.	.
9	CCc1ccc(NC(=S)N2CCCC(C(F)(F)F)C2)cc1 (stereo unspecified)	1263	-3.6	-0.7%	0.6	i	4.2	i	27.6	i	39.4	0.07	15.7	1.8	684	1079	22.9	2.3	4.1
10	O=C(NC(=S)N1CCOCC1)c1ccc([N+](=O)[O-])cc1	1481	-1.2	-0.1%	0.6	i	4.0	i	17.6	i	1.4	-0.08	11.2	-15.5	691	1087	-3.7	1.9	10.0
11	O=C(COc1ccc(Cl)cc1)NCc1nnc(SCC(=O)N2CCCc3ccccc32)o1	933	.	-0.5%	0.9	i	0.6	i	32.3	i	-9.9	-0.14	-25.8	.	.	.	-0.9	1.3	0.5
12	C=CCNc1nnc(-c2ccncc2)s1	1436	-2.5	-0.2%	1.0	i	5.8	i	25.0	i	-5.9	-0.17	-1.5	.	.	943	-10.4	1.6	9.7
13	CC(=O)c1ccccc1OCCOc1ncnc2sccc12	1206	-4.4	-0.6%	0.3	i	5.5	i	49.6	i	-23.4	0.52	-7.1	-2.7	707	1147	13.6	2.5	8.4
14	CC(Nc1ccccc1N1CCCCC1)C(=O)N1CCc2ccccc21 (stereo unspecified)	1143	-0.8	-0.7%	0.2	i	3.0	i	46.4	i	55.1	1.09	4.6	-16.0	668	1106	27.8	1.1	0.0
15	CCCCOc1ccc(CSc2n[nH]c(C)n2)cc1	.	-1.4	0.3%	7.7	i	4.0	i	13.9	i	6.0	.	2.8	8.6	682	1047	5.5	2.7	7.5
16	O=C(NCc1ccccc1)c1c[nH]c2ccc(F)cc2c1=O	.	.	-0.1%	0.4	.	.	i	52.8	i	.	.	.	-1.4	828	.	.	.	.
17	COc1ccccc1N1CC(C)C(=O)NC1=S (stereo unspecified)	1382	.	0.6%	0.1	i	5.3	i	52.4	i	-8.9	-0.46	9.8	18.2	642	.	-9.9	1.9	6.1
18	CCS(=O)(=O)c1ccc(-c2cccc(NC(=O)COc3ccccc3)c2)nn1	.	.	-1.4%	.	.	.	?	51.3	i	.	.	.	-2.6	765	.	.	.	.
19	CCS(=O)(=O)N1CCCC(C(=O)NCCc2ccc(C)cc2)C1 (stereo unspecified)	1242	0.0	-0.2%	1.2	i	2.2	i	17.0	i	-4.0	0.29	14.2	-7.5	760	585	-13.5	2.7	4.2
20	COCCNCCCCOc1ccccc1-c1ccccc1	1320	-0.8	0.4%	0.8	i	2.6	i	16.3	i	-7.5	-0.25	11.9	-35.5	471	1003	-10.3	2.1	4.9
21	Cc1ccc(S(=O)(=O)Nc2nc(-c3ccc(F)cc3)cs2)cc1	1086	0.0	0.1%	0.6	.	.	i	35.3	i	.	-0.23	.	8.5	742	1209	.	.	.
22	CN1CCC(=O)N([C@H](CN=[N+]=[N-])c2ccccc2)CC1	.	.	-0.2%	0.9	.	.	i	10.7	i	.	.	.	9.3	828	.	.	.	.
23	Cc1[nH]c2ccccc2c(=O)c1C(=O)/C=C/c1ccccc1	685	2.6	-1.1%	.	.	.	?	36.2	i	.	-0.33	.	-14.6	628	1181	.	.	.
24	Cc1ccc(NC(=S)NC2CCN(Cc3ccccc3)CC2)c(C)c1	1343	-1.1	-1.1%	0.5	i	4.5	i	46.7	i	-7.9	0.01	22.0	-14.2	695	985	23.6	2.7	9.5
25	COc1cc(NC(=O)COC(=O)CNS(=O)(=O)c2ccc(F)c(F)c2F)cc(OC)c1	.	-0.1	-0.1%	1.2	i	3.3	i	35.4	i	1.6	.	-5.1	0.4	588	978	-24.9	2.7	3.8
26	CCCNC(=O)Cn1cnc2sc(C(=O)N3CCN(Cc4ccc5c(c4)OCO5)CC3)c(C)c2c1=O	.	-0.8	-0.8%	0.5	i	2.4	i	49.4	i	11.5	.	12.4	-2.6	727	1089	31.3	2.2	3.3
27	CCOC(=O)C(NC(=O)c1ccccc1)(N1CCCC1=O)C(F)(F)F (stereo unspecified)	.	0.5	-0.2%	3.6	i	1.2	i	25.3	i	1.3	.	-0.2	.	.	1112	2.5	1.3	9.7
28	CCOC(=O)N/N=C(\C)c1ccc(Br)cc1	.	.	0.3%	2.7	i	2.0	i	11.9	i	7.0	.	2.2	7.2	787	.	-1.1	2.3	6.4
29	CCCCOC(=O)C1=C(C)Nc2nnnn2C1c1ccc(OC)c(OC)c1OC (stereo unspecified)	1680	0.5	-0.3%	0.7	i	2.8	i	40.4	i	-0.2	-0.59	11.3	.	.	1322	-3.8	1.1	2.1
30	COc1ccc(OC)c(S(=O)(=O)Nc2ccccc2C)c1	1263	-1.1	-0.6%	6.1	i	1.2	i	19.4	i	11.6	0.2	2.7	-5.7	746	1076	19.4	1.5	19.6
31	Cc1ccc(-c2cc[n+](Cc3ccccc3)cc2)cc1	.	1.2	0.1%	.	i	2.1	.	37.4	i	9.9	?	23.9	-11.3	677	1045	-5.5	1.6	1.2
32	CCOC(=O)c1cc(C(C)=O)n2ccccc12	1554	-1.0	1.1%	9.2	i	3.3	i	31.0	i	-2.5	-0.9	9.7	.	.	1323	6.1	1.8	1.4
33	CC(=O)c1cccc(NC(=O)C(=O)c2cn(CC(=O)N3CCCCC3)c3ccccc23)c1	1008	-0.2	1.0%	0.2	i	2.9	i	51.9	i	5.1	-1.15	7.7	-20.7	676	1101	-26.4	2.4	4.9
34	O=C(O)c1cc2nccc(-c3ccc(F)cc3)n2n1	1263	2.1	0.6%	0.3	i	3.1	i	68.0	i	-22.7	-0.36	11.4	2.3	645	1175	-13.3	2.6	8.4
35	CCc1nnc(NS(=O)(=O)c2ccc(NC(=S)NC(=O)c3ccc(OC)cc3)cc2)s1	1551	-0.2	-0.6%	0.3	i	2.1	i	53.4	i	6.4	2.12	-10.6	-22.5	661	1139	13.7	1.9	3.7

No enrichment for hits, and some 3.9% of all compounds hit somewhere here.
